High-throughput results deposited in PubChem by several laboratories.
Mtb RmlCD inh: M. tuberculosis RmlC/RmlD coupled enzyme inhibitors, primary screen, biochemical, compound mixtures, 384-well, from 1536-well plates; dTDP-4-dehydrorhamnose reductase (Mycobacterium tuberculosis (strain ATCC 25618 / H37Rv)) …; RmlC+RmlD coupled enzyme assay, percent inhibition; primary screen in compound mixtures; inhibition, % at 3.6 µM; AID 1533, 2009; actives 0.03% (n = 160,000); in the data active = inhibition mostly above about 34%, no sharp cut-off; inconclusive = no clear call, values can overlap the other calls; inactive = mostly below about 22%; note: some results filed as inactive read as strong as hits
Target sequence (P9WH09 whole entry, looked up): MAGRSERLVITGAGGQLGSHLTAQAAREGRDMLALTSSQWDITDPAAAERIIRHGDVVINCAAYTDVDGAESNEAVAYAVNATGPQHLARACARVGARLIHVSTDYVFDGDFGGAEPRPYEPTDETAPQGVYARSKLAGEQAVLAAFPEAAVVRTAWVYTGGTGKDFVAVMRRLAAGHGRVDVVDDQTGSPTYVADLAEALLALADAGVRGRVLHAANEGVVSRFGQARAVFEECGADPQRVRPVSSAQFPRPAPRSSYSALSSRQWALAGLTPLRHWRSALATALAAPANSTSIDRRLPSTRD
Target sequence (P9WH11 whole entry, looked up): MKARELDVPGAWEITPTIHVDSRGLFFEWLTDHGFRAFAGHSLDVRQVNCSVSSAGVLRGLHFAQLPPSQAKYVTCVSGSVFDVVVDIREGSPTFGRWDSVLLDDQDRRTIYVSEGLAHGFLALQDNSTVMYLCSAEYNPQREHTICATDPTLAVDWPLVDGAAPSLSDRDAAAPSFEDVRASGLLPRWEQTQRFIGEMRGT
M. tuberculosis GlmU: inhibition of mycobacterial GlmU enzyme – biochemical, glucosamine-1-phosphate acetyltransferase (AID 1376); Bifunctional protein GlmU (Mycobacterium tuberculosis (strain ATCC 25618 / H37Rv)); M. tuberculosis GlmU acetyltransferase enzyme assay; higher % means a stronger effect; one-dose inhibition, %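 (tested at 30 µM in the primary screen)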; IC50 in µM for titrated hits; actives 0.25% (n = 220,000); in the data active = inhibition above about 13%; inconclusive = no clear call, values can overlap the other calls;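 note: 0% = complete reaction with vehicle and 100% = reaction without substrate; strong numbers were not always called active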
* = called active by the depositor; ? = inconclusive; / = not tested or not shown.

No.	compound	Mtb RmlCD inh	M. tuberculosis GlmU
1	O=C(CCSCCC(=O)NCCN1CCOCC1)NCCN1CCOCC1	/	2.4%
2	CC(=O)C1=NN(c2ccccc2)C(c2ccc3c(c2)OCO3)N1c1ccccc1 (stereo not drawn)	4	0.8%
3	COc1ccc2nc(N/C(N)=N/C(=S)Nc3ccc(C)c(C)c3)nc(C)c2c1	-3	5.8%
4	CN(C)S(=O)(=O)N1CCc2ccccc2C1	3	-3.2%
5	CCOC(=O)CNC(=O)CSc1ncnc2c1nnn2-c1ccc(F)cc1	1	-3.1%
6	COc1ccc(NCc2nnc(SCC(=O)N3CCCc4ccccc43)n2C)cc1	-5	0.2%
7	COc1ccccc1NC(=O)CCSc1ccc(C)cc1	-14	5.1%
8	CCOC(=O)c1c(NC(=S)N2CCCCC2)sc2c1CCN(C(=O)OCC)C2	14	1.6%
9	O=C1CN(S(=O)(=O)c2ccc(Cl)cc2C(F)(F)F)CCN1	6	1.6%
10	Cc1noc(C)c1S(=O)(=O)N(CC(=O)O)c1ccc2c(c1)OCO2	1	-0.3%
11	COc1ccc(-c2[nH]ncc2Oc2ccccc2OC)c(O)c1	/	3.2%
12	COc1ccc(-n2cnc3cc(NCc4ccco4)ccc32)cc1	/	3.7%
13	CCOC(=O)c1ccc(NC(=O)Cn2nnc3ccccc32)cc1	-12	-2.0%
14	O=C(Nc1nc2ccccc2n1CCN1CCCCC1)C1CCCCC1	/	2.7%
15	O=C(Cn1ncc2c(=O)oc3ccccc3c21)N1CCC(N2CCCCC2)CC1	-4	-0.9%
16	CCn1nc(C)c(NC(=O)c2cnn3c(C(F)F)cc(-c4ccccc4)nc23)c1C	2	0.9%
17	CC(=O)N1CCc2cc(S(=O)(=O)Nc3cccc(C(F)(F)F)c3)ccc21	12	-1.1%
18	Cn1nc(C(=O)Nc2ccc(S(=O)(=O)NCc3ccco3)cc2)c2ccccc2c1=O	-6	6.8%
19	O=C(CSc1ccc(Cl)cc1)NC1CCCC1	/	4.3%
20	O=C(Nc1cc(C(F)(F)F)ccc1N1CCOCC1)c1cccs1	21	-6.5%
21	CCOC(=O)c1cc2ccc(OC)cc2oc1=O	/	-5.1%
22	CCCC(c1nnnn1C1CCCCC1)N1CCN(c2ncccn2)CC1 (stereo not drawn)	/	-3.7%
23	COC(=O)/C(=C\Nc1ccc(Cl)cc1Cl)NC(=O)c1ccccc1	9	-2.3%
24	CCOc1ccc(CN(C)CC(=O)Nc2cccc(S(=O)(=O)N(C)c3ccccc3)c2)cc1	2	-4.6%
25	C/C(=N/NC(=O)c1sc(NS(=O)(=O)c2ccc(C)cc2)nc1C)c1sc(N)nc1C	8	1.2%
26	O=C(c1ccccc1)c1ccc2c(c1)OCCOCCOCCO2	-15	3.9%
27	CCOc1ccccc1/C=N/NC(=O)c1cccc(S(=O)(=O)N2CCOCC2)c1	-5	-1.0%
28	CCOC(=O)c1cc(-c2csc(Nc3ccccc3Cl)n2)on1	-11	2.8%
29	CC1CCc2cc(F)ccc2N1C(=O)CN1C(=O)c2ccccc2C1=O (stereo not drawn)	-3	1.1%
30	COc1cccc(N2CCN(C(=O)c3cccnc3)CC2)c1	7	-1.5%
31	CCCn1c(C)cc(/C=C(\C#N)C(=O)OCC(=O)NC(=O)NCC)c1C	2	-3.9%
32	O=C(O)Cc1csc(-c2cccc(Oc3ccccc3)c2)n1	2	3.0%
33	COc1ccc(CN=Nc2cc(C)nc(NS(=O)(=O)c3ccccc3Cl)n2)cc1	5	3.5%
34	O=C(O)C1CC(O)CN1C(=S)Nc1ccccc1 (stereo not drawn)	-14	7.8%
35	Cc1cc(C)c(C#N)c(SCC(=O)c2ccccc2)n1	8	2.0%
36	COc1ccc2c(c1)c(=O)cc(-c1ccccc1)n2C	/	-1.2%
37	Cc1nn(C)c(C(=O)N2CCN(C(=O)c3ccco3)CC2)c1[N+](=O)[O-]	4	-3.1%
38	COc1ccc(-c2cc3nc4c(c(N5CCC6(CC5)OCCO6)n3n2)CCC4)cc1	10	-2.0%
39	Cc1nc2cc(C(=O)OCC(=O)Nc3cccc(Cl)c3)ccc2n1-c1ccccc1	4	-5.0%
40	CC(=O)c1ccc(O)c(CC=C(C)C)c1	/	0.6%
41	CCOc1ccccc1N1CC(C(=O)N2CCc3ccccc3C2)CC1=O (stereo not drawn)	/	0.4%
42	O=C(CN(c1ccccn1)S(=O)(=O)c1ccc(F)cc1)Nc1ccc(F)cc1F	-9	/
43	COc1ccc(OC)c(C2=C/C(=C/c3ccccn3)C(=O)O2)c1	3	-1.1%
44	O=C(C1CCCN(S(=O)(=O)c2ccccc2)C1)N1CCCc2ccccc21 (stereo not drawn)	-11	-0.9%
45	O=C1c2[nH]nc(-c3ccccc3O)c2C(c2ccccc2)N1Cc1ccco1 (stereo not drawn)	/	-0.8%
46	O=C(c1ccc(Cl)cc1)[C@@H]1[C@@H]2C(=O)N(c3cccc4ccccc34)C(=O)[C@@H]2C2c3ccccc3C=NN21 (stereo partly drawn)	8	-6.0%
47	CCOc1ccc(NC(=O)CN2CCN(CC(=O)Nc3ccc4c(c3)OCO4)CC2)cc1	-3	1.2%
48	COc1cc2nc(C3CCC3)n(NC(=O)c3ccco3)c(=O)c2cc1OC	7	8.0%
49	CC(=O)c1ccc(NC(=O)CSc2ccsc2[N+](=O)[O-])cc1	8	-0.7%
50	CCc1ccc(CNCc2ccc(F)cc2)cc1	/	0.6%
51	CCCOC(=O)Nc1ccc(C(N)=O)cc1	10	3.7%
52	CC(C)NC(=O)c1ccc2c(=O)n(C3CCCC3)c(=S)[nH]c2c1	/	-3.5%
53	O=C(NNC(=O)c1ccncc1)Nc1cccc([N+](=O)[O-])c1	4	-2.4%
54	COc1ccc(C2CC(=O)c3sc(NC(C)=O)nc3C2)cc1 (stereo not drawn)	/	4.3%
55	COc1cccc2cc3c(=O)oc4ccccc4c3nc12	/	1.5%
56	Cc1ccc2c(c1)N(CC(=O)N1CCN(c3nc4ccccc4s3)CC1)C(=O)C(C)O2 (stereo not drawn)	8	-0.7%
57	CCn1c(SCC(=O)O)nnc1-c1ccc2[nH]c(C)c(C)c2c1	/	3.0%
58	COc1ccc2c(c1)c(C(=O)N/N=C/c1ccc(OC)c(OC)c1)c(C)n2C	0	-1.6%
59	CCC(C)(C)C1CCC(=NNC(=S)Nc2ccccc2)CC1 (stereo not drawn)	-11	4.3%
60	COC(=O)CSc1nnc(-c2ccc(S(=O)(=O)NCc3ccccc3Cl)cc2)o1	-3	3.5%

Following part.
No.	compound	Mtb RmlCD inh	M. tuberculosis GlmU
61	CCOC(=O)N1CCC(NC(=O)c2cc(C(=O)Nc3ccc(OCC)cc3)ccc2CO)CC1	7	1.7%
62	CCOC(=O)c1cnn(-c2nc(-c3ccccc3)nc3c2COC(C)(C)C3)c1N	23	7.8%
63	CC(=O)OCCN(CCOC(C)=O)c1c(C)[nH]c(=O)[nH]c1=O	-7	0.1%
64	CCCc1ncc(C(O)(c2ccccc2)c2ccccc2)n1C	20	-4.1%
65	CCOc1cc(/C=N/NC(=O)C(=O)N2CCCC2)ccc1O	8	-4.3%
66	COCC(=O)NCc1nc2ccccc2[nH]1	9	-1.6%
67	O=C(Cc1c(F)cccc1Cl)N1CCCC1	/	1.4%
68	CN1C[N+]([O-])=C(c2ccccc2)C1(C)C	/	0.7%
69	COCCCNC(=S)N1CCN(C(=O)c2ccco2)CC1	-7	-1.5%
70	CCCN(CCC)C(=O)CC(c1ccccc1)c1ccc(C)cc1O (stereo not drawn)	/	-3.0%
71	O=C(CN1CCC(C(=O)O)CC1)Nc1ccccc1Oc1ccccc1	-5	-0.9%
72	CCNC(=S)Nc1ccc(C)c(Cl)c1	8	3.5%
73	O=C(Cc1c(O)c2ccccc2[nH]c1=O)NCc1cccc(F)c1	6	1.9%
74	Cc1nc([N+](=O)[O-])c(N2CCOCC2)n1Cc1ccccc1	?	-3.5%
75	C=CCNC(=O)c1onc(CSc2ccccc2)c1C(=O)O	/	-2.4%
76	O=C1NC2(CCCCC2)C(=O)N1/N=C/c1ccccc1Br	2	-3.2%
77	c1ccc(Cn2c(-c3cncs3)nc3ccccc32)cc1	/	0.5%
78	COc1ccc(-c2cc(=O)oc(-c3cccc(C)c3)n2)cc1	1	1.4%
79	COc1ccc(OC)c(NC(=O)C(=O)NNC(=O)C23CC4CC(CC(C4)C2)C3)c1	79	1.3%
80	CCOc1ccc(-n2nnnc2SCC(=O)N2CCOCC2)cc1	/	-0.8%
81	CSc1nc2nc3c(cc2c(=O)n1-c1ccccc1)COC(C)(C)C3	-15	-0.5%
82	COC(=O)c1cc(NS(=O)(=O)c2ccc(C)c3ccccc23)ccc1N1CCOCC1	-3	-8.6%
83	CS(=O)(=O)N(Cc1ccc(C(=O)NC2CCCCC2O)cc1)c1ccccc1 (stereo not drawn)	/	-1.3%
84	COc1cccc(CC2(CO)CCCN(Cc3ccccc3-c3ccco3)C2)c1 (stereo not drawn)	/	-3.5%
85	CN(C)c1nc(N)c([N+](=O)[O-])c(NCC2CCCO2)n1 (stereo not drawn)	-6	0.1%
86	CCn1c(O)c(C=Nc2ccccc2)n(-c2ccccc2)c1=S	/	-8.7%
87	Cc1nnc(SCC(=O)Nc2ccc(S(=O)(=O)N3CCCCC3)cc2)s1	/	1.2%
88	CC(NC(=O)c1cccnc1)C(=O)N1CCCCC1 (stereo not drawn)	/	-6.6%
89	CCCOc1ccc(C(=O)CCC(=O)OCC(=O)N2CC(=O)Nc3ccccc32)cc1	/	-1.9%
90	COc1ccc(/C=N/NC(=O)CN2CCN(Cc3ccccc3)CC2)cc1Br	-4	-5.4%
91	CNS(=O)(=O)c1cc(NC(C)=O)c(C)cc1C	-4	0.9%
92	O=C(NCc1ccccc1)c1onc(CSc2ccccc2)c1C(=O)NCc1ccccc1	/	1.0%
93	CCN(CC)CCN1C(=O)C(=O)/C(=C(/O)c2ccc(F)cc2)C1c1cccnc1 (stereo not drawn)	-6	0.8%
94	Cc1cc(C)n(CC(O)Cn2cnc3c2c(=O)n(C)c(=O)n3C)n1 (stereo not drawn)	/	-3.2%
95	CCOC(=O)COc1ccc(CCNC(C)=O)cc1	/	0.1%
96	COC(=O)c1sccc1-n1cccc1C(=O)C(=O)N1CC(C)OC(C)C1 (stereo not drawn)	11	1.2%
97	CCCNC(=S)N1CCC(NC(=O)C23CC4CC(CC(C4)C2)C3)CC1	/	-5.6%
98	Cc1ccccc1OCc1csc(N)n1	-10	-0.1%
99	COc1cccc(N2C(=O)C(c3ccccc3)=C(c3nc4ccccc4s3)C2NC(C)=O)c1 (stereo not drawn)	/	0.1%
100	O=C(N/N=C/c1ccccc1O)C(=O)Nc1ccccn1	/	3.2%
101	Cn1cc(/C=C(\C(=O)O)C(C(=O)O)=C2CCCCC2)c2ccccc21	-4	1.5%
102	Cc1ccc(C(=O)COC(=O)CCc2ccc(S(=O)(=O)N3CCCCC3)cc2)cc1	-12	2.1%
103	Cc1cccc(C)c1NC(=O)CSc1nnc(NC(=O)CN2CCOCC2)s1	/	2.9%
104	O=C(CCC(=O)Nc1ccccc1Cl)NNC(=O)c1ccccc1[N+](=O)[O-]	-7	1.4%
105	CCC(C)NC(=O)NCc1ccccc1F (stereo not drawn)	82	3.1%
106	O=C(O)CCc1ccc(-c2cccs2)o1	23	-1.6%
107	CC1CCN(CCNC(=O)c2ccc(NC(=O)C3CCCO3)cc2)CC1 (stereo not drawn)	8	-0.4%
108	COc1ccc(OC)c(C(=O)COC(=O)c2ccccc2O)c1	2	7.3%

Brought forward from above: four compounds, followed by the next part.
No.	compound	Mtb RmlCD inh	M. tuberculosis GlmU
105	CCC(C)NC(=O)NCc1ccccc1F (stereo not drawn)	82	3.1%
106	O=C(O)CCc1ccc(-c2cccs2)o1	23	-1.6%
107	CC1CCN(CCNC(=O)c2ccc(NC(=O)C3CCCO3)cc2)CC1 (stereo not drawn)	8	-0.4%
108	COc1ccc(OC)c(C(=O)COC(=O)c2ccccc2O)c1	2	7.3%
109	CCOC(=O)c1cnn(-c2ccccc2)c1-n1cccc1C(=O)C(=O)Nc1ccccc1C(F)(F)F	/	-4.8%
110	CCOc1cc(C2NN=C(c3ccc(C)cc3)S2)ccc1O (stereo not drawn)	10	-1.1%
111	O=C(CN1CCC(C(=O)c2ccc3c(c2)OCCO3)CC1)NC1CCCC1	/	-0.2%
112	COc1ccc(-c2nnc(SCCC(=O)O)n2C)cc1OC	/	0.8%
113	O=C(Nc1ccc2c(c1)N(Cc1ccccc1)C(=O)c1ccccc1S2)NC1CC1	/	2.9%
114	CCCC(C)C(=O)N(Cc1ccccc1)c1ccccn1 (stereo not drawn)	/	-0.7%
115	COC(CNC(=O)Cn1ncc2ccsc2c1=O)OC	-11	2.2%

Four entries already listed, sorted by heavy-atom count, rising:
No.	compound	Mtb RmlCD inh	M. tuberculosis GlmU
115	COC(CNC(=O)Cn1ncc2ccsc2c1=O)OC	-11	2.2%
114	CCCC(C)C(=O)N(Cc1ccccc1)c1ccccn1 (stereo not drawn)	/	-0.7%
111	O=C(CN1CCC(C(=O)c2ccc3c(c2)OCCO3)CC1)NC1CCCC1	/	-0.2%
109	CCOC(=O)c1cnn(-c2ccccc2)c1-n1cccc1C(=O)C(=O)Nc1ccccc1C(F)(F)F	/	-4.8%

This is a subset; count on the stated rates, not on these rows.
